High-throughput results deposited in PubChem by several laboratories.
STAT3 act: IL-6 driven STAT3 reporter potentiators, primary screen, U3A cells, luciferase, luminescence, MLSCN library. IL-6 STAT3-luciferase reporter; 100% = signal with IL-6 EC80 alone. activation (% of control), % at 5.6 µM. 0.91% of 190,000 active. AID 871, 2007;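 active means activation above the screen-wide mean of compound activation plus 3 SD, cut at about 130% in these data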;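 further: 0% = background luminescence of wells with medium and substrate only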
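Material: STAT3-luciferase reporter U3A cells; Probe or stimulus: IL-6 (33 ng/mL); Incubation: compound pre-incubation 1 h before IL-6, then 6 h stimulation at 37 °C; Technique: luminescence from STAT3-driven luciferase reporter; Evaluation: % activation versus median of IL-6-stimulated wells; Controls: IL-6-only high control.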
FLuc inhib CS: firefly luciferase enzyme inhibitors, primary screen, artefact control for luciferase-based inhibitor screens, biochemical, luminescence, ATPLite | Luciferin 4-monooxygenase (Photinus pyralis), P08659 | 10 min | inhibition, % at 10 µM | 1.5% of 200,000 active;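 active means inhibition above about 50% when tested at 10 µM, limit read from the data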
Target sequence (P08659 whole entry, looked up): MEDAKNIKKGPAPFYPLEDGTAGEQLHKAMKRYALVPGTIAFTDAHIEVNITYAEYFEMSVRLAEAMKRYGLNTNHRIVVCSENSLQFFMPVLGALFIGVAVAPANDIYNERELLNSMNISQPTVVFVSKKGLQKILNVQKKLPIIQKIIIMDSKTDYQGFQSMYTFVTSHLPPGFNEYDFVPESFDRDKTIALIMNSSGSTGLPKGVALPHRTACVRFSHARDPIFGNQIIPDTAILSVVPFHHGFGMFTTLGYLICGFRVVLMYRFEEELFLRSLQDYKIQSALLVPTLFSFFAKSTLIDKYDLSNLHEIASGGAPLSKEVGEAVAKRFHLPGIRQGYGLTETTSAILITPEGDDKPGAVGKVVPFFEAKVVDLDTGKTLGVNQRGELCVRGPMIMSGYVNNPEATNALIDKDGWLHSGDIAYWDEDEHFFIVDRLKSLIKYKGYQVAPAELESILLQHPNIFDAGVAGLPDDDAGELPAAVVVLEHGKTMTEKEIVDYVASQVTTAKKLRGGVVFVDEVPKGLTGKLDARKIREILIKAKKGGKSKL
STAT1 act: STAT1 signaling activators, primary screen, cell-based, HTS, luciferase reporter. 2.6% of 200,000 active. AID 932, 2007. activation (% of control), % at 5.5 µM. NIH 3T3 STAT1-luciferase reporter, IFN-gamma, luminescence; 100% = IFN-gamma alone, no compound;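 active means activation above the screen-wide mean activation plus 3 SD, cut at about 130% in these data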;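 further: raw ratio to IFN-gamma control signal so 100% means no change and 0% no light; values of inactives mirror those of a sister screen read the other way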
APP 5UTR inh: inhibitors of APP translation via 5'UTR reporter, primary screen, APP 5'UTR luciferase, SH-SY5Y cells | SH-SY5Y APP 5'UTR-luciferase reporter, luminescence | inhibition, % at 2 µM | 0.82% of 190,000 active;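 active means inhibition above a set limit, derived from the sample mean plus 3 SD, cut at about 45% in these data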; further: values of inactives mirror those of a sister screen read the other way
APP 5'UTR act: activators of APP 5'UTR luciferase reporter, primary screen, SH-SY5Y cells | SH-SY5Y APP 5'UTR luciferase reporter, luminescence; zero percent = DMSO vehicle wells | activation, % at 2 µM | 1% of 190,000 active;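 active means activation above a set limit, based on mean plus 3 SD of controls, cut at about 140% in these data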; further: values of inactives mirror those of a sister screen read the other way
ROMK mod: ROMK potassium channel modulators, primary screen, cell-based, thallium flux, MLSMR library; ATP-sensitive inward rectifier potassium channel 1 (Homo sapiens), P48048; Tet-inducible ROMK, thallium flux fluorescence; actives lie on both sides; B-score at 10 µM; 2% of 130,000 active; AID 1918, 2009;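 active means signal ratio slope over the read window, or its plate-corrected B-score, at least 3 SD from the plate mean, either direction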;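 further: B-score of the F/F0 ratio slope over 7 to 12 s after thallium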
Target sequence (P48048 whole entry, looked up): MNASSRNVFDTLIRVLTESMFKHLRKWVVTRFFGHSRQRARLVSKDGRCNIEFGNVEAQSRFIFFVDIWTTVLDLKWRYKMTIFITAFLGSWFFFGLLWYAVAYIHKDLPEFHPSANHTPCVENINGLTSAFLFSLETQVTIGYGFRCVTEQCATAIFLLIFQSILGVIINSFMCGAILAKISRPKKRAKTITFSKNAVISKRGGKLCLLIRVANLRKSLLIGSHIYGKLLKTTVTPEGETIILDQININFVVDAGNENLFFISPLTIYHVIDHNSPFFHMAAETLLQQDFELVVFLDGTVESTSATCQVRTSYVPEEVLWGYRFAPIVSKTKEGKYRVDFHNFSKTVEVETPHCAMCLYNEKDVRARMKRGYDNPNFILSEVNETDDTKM
STAT3 inh: IL-6 driven STAT3 reporter inhibitors, primary screen, U3A cells, luciferase, luminescence, MLSCN library. IL-6 STAT3-luciferase reporter; host cell line lacks STAT1. AID 862, 2007. 0.89% of 190,000 active. inhibition, % at 5.5 µM;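 active means inhibition above the mean inhibition across all screened compounds plus 3 SD, cut at about 44% in these data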;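 further: 0% = DMSO only wells and 100% = 100 µM nifuroxazide control wells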
FLuc act counter: FLuc activators, initial screening, artefact control for FLuc-dependent activation tests, biochemical, ATPlite luminescence | ATPlite luciferase biochemical, 10 min; 0 = ATP-free wells, 1 = DMSO control | Luciferin 4-monooxygenase (Photinus pyralis), P08659 | 200,000 tested, under 10 active | activation factor at 10 µM;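 active means luciferase activation factor, scaled between plate controls, of at least 2 with compound at 10 µM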
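System: Luciferase/luciferin detection reagent, cell-free biochemical luciferase assay | Medium: PBS buffer for ATP | Dosing: Test compounds dosed from 2 mM stocks in 100% DMSO | Timing: 10 min at ambient temperature | Signal: Luminescence measurement of luciferase light output | Evaluation: Luciferase activation, seen as luminescence increase over controls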
NF-kB expr up: activators of NF-kB expression in neurons, primary screen, cell-based, HTS. human neuronal cells, NF-kB reporter expression; active compounds read high. fold change at 12.5 µM. 1.6% of 190,000 active. AID 1239, 2008; in the data active means fold change above about 3.3
STAT1 inh: STAT1 signaling inhibitors, primary screen, cell-based, HTS, luciferase reporter | NIH 3T3 STAT1-luciferase reporter, IFN-gamma, luminescence | inhibition, % at 5.5 µM | 0.35% of 200,000 active | AID 920, 2007;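 active means inhibition above a set limit, the mean inhibition across all tested compounds plus 3 SD, cut at about 34% in these data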;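 further: 0% = IFN-gamma with DMSO and 100% = IFN-gamma with 300 µM nifuroxazide; values of inactives mirror those of a sister screen read the other way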
Numbers without * were called inactive; . = not tested or not shown. Hits appear at their usual frequency; about 7.1% have a hit in one of these screens.

1. CCOc1cc(/C=N\NC(=O)Cn2nc([N+](=O)[O-])cc2C)ccc1OCc1cccc2ccccc12
2. CCNc1nc(NCC)n2c(SCC(=O)Nc3ccccc3[N+](=O)[O-])nnc2n1
3. CCC(=O)NC(=S)Nc1ccccc1C(=O)OC
4. NC(=O)c1c(NC(=O)c2cccnc2)sc2c1CCCC2
5. CCC(C)NC(=O)c1cc(-c2ccc(OC)cc2)on1 (configuration not stated)
6. Cc1cc(OCc2nnc(SC(C)C(=O)O)n2Cc2ccccc2)ccc1Cl (configuration not stated)
7. Cc1cc(C)c(C#N)c(Nc2ccccc2)n1
8. Cn1c(SCC(=O)Nc2ccc(N3CCOCC3)c(Cl)c2)nnc1-c1ccccc1

screen / no.	1	2	3	4	5	6	7	8
STAT3 act	105	92	96	80	89	102	97	95
FLuc inhib CS	-8	-5	-4	23	16	-3	-3	.
STAT1 act	90	100	105	134*	157*	102	92	92
APP 5UTR inh	-3	6	20	-28	-23	-17	17	13
APP 5'UTR act	3	-6	-20	28	23	17	-17	-13
ROMK mod	-0.12	-0.0057	-0.0035	-0.12	0.11	0.62	0.72	.
STAT3 inh	2	10	2	31	14	1	6	11
FLuc act counter	1.1	1.1	1	0.8	0.8	1	1	.
NF-kB expr up	0.93	1.2	1.2	1.8	3.4*	1.1	1.3	.
STAT1 inh	11	1	-6	-38	-55	-4	7	9

9. Clc1ccc(-c2noc(CSc3nnc(Cc4cccs4)n3-c3ccccc3)n2)cc1
10. O=C(NCC1CCCO1)c1ccc2c(c1)OCO2 (configuration not stated)
11. Cn1cnnc1Sc1nc([N+](=O)[O-])nn1C
12. O=C1c2ccccc2NC(c2cn[nH]c2-c2ccccc2)N1O (configuration not stated)
13. CCOc1ccc(Nc2ncnc3ccc([N+](=O)[O-])cc23)cc1
14. CNC(=O)NC(=O)COC(=O)c1ccccc1OCc1ccccc1
15. CCCC(=O)Nc1cc(C)c(NC(=O)c2ccncc2)cn1
16. COc1ccc(CNC(=O)c2csc(Cc3ccccc3)n2)cc1

screen / no.	9	10	11	12	13	14	15	16
STAT3 act	106	114	99	100	89	97	102	102
FLuc inhib CS	-6	-2	-3	-4	-3	-3	-7	0
STAT1 act	95	108	87	96	88	108	101	109
APP 5UTR inh	7	-4	-21	-24	4	0	-12	-16
APP 5'UTR act	-7	4	21	24	-4	0	12	16
ROMK mod	.	0.33	0.65	.	-0.51	-0.64	.	.
STAT3 inh	2	-13	6	3	15	6	3	3
FLuc act counter	1.1	1	1	1	1	1	1.1	1
NF-kB expr up	0.71	1.7	1.2	0.91	0.74	1	1.2	1.3
STAT1 inh	5	-9	13	5	12	-11	-1	-10

17. Cn1c(=O)n(C)c2cc([N+](=O)[O-])c(N3CCN(CCO)CC3)cc21
18. Cc1ccc(-c2nn(-c3ccccc3)cc2C(=O)Nc2ccc(C(=O)O)cc2)cc1
19. O=C(NCC1CCCN(C(=O)c2cscn2)C1)c1ccccc1Cl (configuration not stated)
20. COC(=O)c1cccc(NC(=O)c2cccs2)c1C
21. Fc1ccccc1CNC(=S)Nc1ccc(Cl)cc1
22. Cc1cccn2c(CNCC3OCCc4ccccc43)c(C(=O)N3CCCCC3)nc12 (configuration not stated)
23. CCOc1cc(S(=O)(=O)NCc2ccccc2)c(OCC)cc1-n1cnnn1
24. Cc1ccc(C(=O)CC(C(=O)O)n2cccn2)cc1 (configuration not stated)

screen / no.	17	18	19	20	21	22	23	24
STAT3 act	104	110	109	95	84	103	100	103
FLuc inhib CS	-3	24	-6	-5	3	-6	.	-10
STAT1 act	100	130*	111	102	97	97	95	107
APP 5UTR inh	13	-31	-11	-4	4	-6	-13	-7
APP 5'UTR act	-13	31	11	4	-3	6	13	7
ROMK mod	0.056	.	0.91	0.4	.	-2.5	.	.
STAT3 inh	1	-7	-9	12	21	1	4	1
FLuc act counter	1	0.8	1.1	1	1	1.1	.	1.1
NF-kB expr up	1.1	1.8	1.5	1.3	0.87	0.86	.	0.94
STAT1 inh	-2	-35	-14	-2	3	2	3	-9

25. COC(=O)c1[nH]c2ccc(C)cc2c1NS(=O)(=O)c1ccc(F)cc1
26. CCOc1cc(C(=O)Nn2cnnc2)cc(OCC)c1OCC
27. COc1ccc(-c2csc(N(CCCN3CCOCC3)C(=O)c3ccco3)n2)cc1
28. CCSCc1nnc(SCC(=O)Nc2cccc(SC)c2)n1C
29. COc1cccc(NC(=O)Cn2cnc3sc(C)c(S(=O)(=O)N4CCCCC4)c3c2=O)c1
30. CC(=O)c1cc(NC(=O)c2ccccc2)c(=O)oc1C
31. CCOc1ccc(N(CC(=O)Nc2cccc(OC)c2)S(=O)(=O)c2c(C)noc2C)cc1
32. CCOC(=O)CN1C(=O)C(O)(CC(=O)c2cccc(OC)c2)c2ccccc21 (configuration not stated)

screen / no.	25	26	27	28	29	30	31	32
STAT3 act	97	98	90	96	101	92	108	104
FLuc inhib CS	4	-1	-7	-1	-4	1	-6	-2
STAT1 act	91	95	103	97	99	96	89	96
APP 5UTR inh	-5	-33	11	-8	3	-9	5	-6
APP 5'UTR act	5	33	-11	8	-3	9	-5	6
ROMK mod	.	-0.37	.	0.052	.	0.018	.	.
STAT3 inh	14	8	18	8	0	9	-4	-1
FLuc act counter	1	1	1.1	1	1	1	1.1	1
NF-kB expr up	1.1	0.99	0.56	1.1	1.1	6.1*	0.9	0.91
STAT1 inh	10	7	-4	3	1	4	12	4

33. COc1ccccc1CNC(=S)Nc1cc(C)ccc1C
34. CCN(CC)C(=S)Sc1c(-c2ccccc2)c2cc(Cl)ccc2[nH]c1=O
35. CCn1c(COc2ccccc2)nnc1SCC(=O)c1cccc([N+](=O)[O-])c1
36. O=C(NCc1cccnc1)c1cc(Sc2ccccc2Cl)nc2ccccc12
37. Cc1ccc(S(=O)(=O)N/N=C\c2cc([N+](=O)[O-])ccc2Cl)cc1
38. O=C1CC(c2ccccc2)CC(O)=C1C=NCc1ccc(Cl)c(Cl)c1 (configuration not stated)
39. O=C(CSc1nnc(-c2ccccn2)n1Cc1ccco1)Nc1ccc2c(c1)OCO2
40. O=C1CC[C@@H](CN(Cc2ccccn2)Cc2nc(Cc3ccccc3)no2)N1

screen / no.	33	34	35	36	37	38	39	40
STAT3 act	103	108	97	106	108	94	95	105
FLuc inhib CS	-11	-7	-8	-6	-11	-9	-11	-4
STAT1 act	86	103	100	95	100	104	91	94
APP 5UTR inh	-23	4	6	1	-11	10	5	-7
APP 5'UTR act	23	-4	-6	-1	11	-10	-5	7
ROMK mod	-1.8	0.098	.	-1.9	.	1.4	.	0.37
STAT3 inh	-4	-5	8	-10	0	14	10	0
FLuc act counter	1.1	1.1	1.1	1.1	1.1	1.1	1.1	1
NF-kB expr up	0.94	1.4	1.3	0.67	1.2	1.1	1	1.1
STAT1 inh	15	-3	0	6	0	-4	10	5

41. CC(C)n1c(-c2ccccc2)nc(=S)c2c1CCCC2
42. CC1(C)NC(=O)N(CCOc2cccc(Oc3ccccc3)c2)C1=O
43. O=C(Nc1ccccc1)c1ccccc1CCc1ccccc1
44. COC(=O)C(C)Sc1ncnc2c1nnn2-c1ccc(F)cc1 (configuration not stated)
45. CC(C)n1nc(C(=O)Nc2nc3ccccc3[nH]2)c2ccccc2c1=O
46. Cc1cc(C)c(NC(=O)C[N+](C)(C)CC(O)COc2cccc3ccccc23)c(C)c1 (configuration not stated)
47. O=C(O)COc1ccc(S(=O)(=O)c2ccc(OCC(=O)O)cc2)cc1
48. Cc1ccc(C(=O)NCCc2nnc3ccc(SCC(=O)Nc4cc(C)on4)nn23)cc1

screen / no.	41	42	43	44	45	46	47	48
STAT3 act	102	100	105	92	81	91	94	100
FLuc inhib CS	-6	-7	-2	38	-6	1	-2	-2
STAT1 act	102	102	99	137*	96	113	103	105
APP 5UTR inh	27	2	-9	-14	31	7	-2	11
APP 5'UTR act	-27	-3	9	14	-31	-7	2	-11
ROMK mod	0.083	.	0.75	0.64	0.5	-2.1	.	0.21
STAT3 inh	2	6	-1	10	26	16	10	1
FLuc act counter	1.1	1.1	1	0.6	1.1	1	1	1
NF-kB expr up	1.2	0.92	1.1	1.5	0.5	1.1	1.4	1
STAT1 inh	-3	-3	1	-41	4	-14	-4	-7

Molecules above that contain two or more sulfur atoms (4):
9. Clc1ccc(-c2noc(CSc3nnc(Cc4cccs4)n3-c3ccccc3)n2)cc1
28. CCSCc1nnc(SCC(=O)Nc2cccc(SC)c2)n1C
29. COc1cccc(NC(=O)Cn2cnc3sc(C)c(S(=O)(=O)N4CCCCC4)c3c2=O)c1
34. CCN(CC)C(=S)Sc1c(-c2ccccc2)c2cc(Cl)ccc2[nH]c1=O

screen / no.	9	28	29	34
STAT3 act	106	96	101	108
FLuc inhib CS	-6	-1	-4	-7
STAT1 act	95	97	99	103
APP 5UTR inh	7	-8	3	4
APP 5'UTR act	-7	8	-3	-4
ROMK mod	.	0.052	.	0.098
STAT3 inh	2	8	0	-5
FLuc act counter	1.1	1	1	1.1
NF-kB expr up	0.71	1.1	1.1	1.4
STAT1 inh	5	3	1	-3

(further entries)
49. COc1cccc(CSc2nc3ccccc3cc2C=O)c1
50. COc1ccc(S(=O)(=O)Cc2ccc(C(=O)NCc3ccc(F)cc3)o2)cc1
51. COc1ccc(-n2c(C)cc(/C=C3\SC(=S)NC3=O)c2C)cc1
52. CCOC(=O)c1cnc2c(-c3ccccc3)cnn2c1C
53. CCC(=O)N1CCN(c2ccc(Cl)cc2NC(=O)c2ccc3c(c2)OCCO3)CC1
54. N/C(Cc1ccc([N+](=O)[O-])cc1)=N\OC(=O)c1ccco1
55. CCN(CC)S(=O)(=O)c1cccc(C(=O)N/N=C/c2ccc(OC)c(O)c2)c1
56. Cc1ccc[n+](CC(=O)N2CCCc3ccccc32)c1
57. Brc1cc2c(cc1/C=N/Nc1nc3ccccc3s1)OCO2

screen / no.	49	50	51	52	53	54	55	56	57
STAT3 act	122	93	112	85	84	105	109	109	121
FLuc inhib CS	-2	-7	8	75*	-9	-1	1	-2	-2
STAT1 act	102	95	107	154*	101	96	93	97	132*
APP 5UTR inh	89*	-12	-23	-155	5	-10	6	-6	-30
APP 5'UTR act	-89	12	23	155*	-5	10	-6	5	30
ROMK mod	.	.	.	-0.062	.	-2	-0.68	-0.47	.
STAT3 inh	-20	16	-10	20	24	0	-14	-8	-26
FLuc act counter	1	1.1	0.9	0.2	1.1	1	1	1	1
NF-kB expr up	1.7	0.78	1.1	7.3*	0.29	1.3	1.1	1.1	1.7
STAT1 inh	-3	6	-10	-60	-1	3	8	1	-36
